Compound activity (PubChem)
Abeta yeast res: compounds reversing amyloid beta toxicity in yeast; yeast expressing A-beta42, growth rescue, OD600, 48 h; response scale: 0% DMSO, 100% iron-clioquinol control; Potency, µM (series often up to 46.1 µM), inactives show at the top dose growth rescue, usual class: activators; hit rate 0.063% among 410,000; note: potency is the fitted concentration of half-maximal effect; nearly all actives have a fitted effect of over 55% in size
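Yeast A-beta toxicity model in growth medium with pinned compounds, 48 h at 30 C; growth read as absorbance at 600 nm. Normalized to FeCl3/clioquinol equimolar mix (positive) and DMSO (negative).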
aSyn yeast inh: alpha-synuclein toxicity inhibition in yeast; hit rate 0.14% among 370,000; Yeast expressing alpha-synuclein, growth rescue, BacTiter-Glo, 24 h; Potency, µM (titrated, usually from 46.1 µM), without a hit: at the highest dose growth rescue (activation), usual class: activators; note: potency is the fitted concentration of half-maximal effect; % of control where 0% means no effect; nearly all actives have a fitted effect of over 65% in size
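Readout is rescue of growth in alpha-synuclein-expressing yeast, so inhibitors of toxicity appear as activators. Growth after 24 hr at 30 deg C in galactose medium is quantified by luminescence.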
TDP-43 yeast inh: rescues yeast growth from TDP-43 toxicity. AID 652104. Potency, µM (titrated, usually from 46.1 µM), for inactives: at the highest dose growth rescue (activation), most hits filed as activators. TDP-43 expressing yeast growth rescue, BacTiter-Glo, 24 h. hit rate 1.8% among 410,000; note: potency is the fitted concentration of half-maximal effect; % of control where 0% means no effect; nearly all actives have a fitted effect of over 50% in size
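Readout is BacTiter-Glo luminescence of cell growth, so inhibitors register as activators. TDP-43-expressing yeast at OD600=0.02 in galactose medium, after raffinose pregrowth to mid-log, were incubated with compound for 24 hr at 30 deg C.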
MmCpn inh: M. maripaludis TRiC chaperonin inhibition; purified Mm-Cpn ATPase, ADP Transcreener TR-FRET; Potency, µM (doses to about 76.9 µM), for the others: at the highest dose activity, negative = inhibition, usual class: inhibitors; hit rate 0.031% among 330,000; AID 504842; note: potency is the fitted concentration of half-maximal effect; % is set by controls: 0 for no effect and ±100 for the full control effect; nearly all actives have a fitted effect of over 80% in size
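ATPase turnover read by TR-FRET ADP competition (Eu cryptate antibody/ADP-d2, 665/590 nm): 10uM ATP final, 25nM Mm-CPN final, 30 min 37degC after 10-min compound preincubation, pH 7.4 Tris/KCl/MgCl2/DTT buffer.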
Akt phos inh: Akt phosphorylation inhibition; Neuro2A IGF-stimulated pAkt S473 HTRF, 20 min; stronger effect = lower value; activity change, % for hits at 50 µM; hit rate 0.32% among 360,000; AID 651550; in the data active = activity change below about -80%; inconclusive = mostly about -51% to -80%; note: % is set by controls: 0 for no effect and ±100 for the full control effect
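Neuro2A cells (4,500/well, DMEM with 0.5% FBS) were treated with compound at a single 50 µM final concentration, stimulated with 6 nM IGF for 20 min at 37 °C, and lysed. Phospho-Akt Ser473 was read by HTRF as 665/615 ratio ×10^4.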
FUS yeast rescue: FUS proteinopathy suppression in yeast; S. cerevisiae FUS-expressing, growth rescue, OD600, 24 h; Potency, µM (top dose mostly 76.6 µM), for the others: top-dose growth rescue (activation), actives largely listed as activators; hit rate 0.24% among 390,000; AID 1347120;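 note: potency is the fitted concentration of half-maximal effect; plate controls were DMSO vehicle for no effect and reference control for full effect; nearly all actives have a fitted effect of over 55% in size; some results filed as inactive show a strong effect at the top dose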
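S. cerevisiae expressing FUS from galactose induction served as the toxicity model. Growth after 24hr at 30C, read as absorbance at 600 nm, indicates suppression of toxicity; compounds dosed at several concentrations.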
PTHR1 ag: PTHR1 (human) receptor agonism | hit rate 0.075% among 410,000 | HEK293 GP2 PTHR1 cells, GloSensor cAMP luminescence, 1 h | Potency, µM (titrated, usually from 115 µM), for the others: at the highest dose activation, actives largely listed as activators; note: potency is the fitted concentration of half-maximal effect; nearly all actives have a fitted effect of over 55% in size; some results filed as inactive show a strong effect at the top dose; inactives centre near -15; many of its hits are not listed in these tables
Target sequence (Q03431 whole entry, looked up): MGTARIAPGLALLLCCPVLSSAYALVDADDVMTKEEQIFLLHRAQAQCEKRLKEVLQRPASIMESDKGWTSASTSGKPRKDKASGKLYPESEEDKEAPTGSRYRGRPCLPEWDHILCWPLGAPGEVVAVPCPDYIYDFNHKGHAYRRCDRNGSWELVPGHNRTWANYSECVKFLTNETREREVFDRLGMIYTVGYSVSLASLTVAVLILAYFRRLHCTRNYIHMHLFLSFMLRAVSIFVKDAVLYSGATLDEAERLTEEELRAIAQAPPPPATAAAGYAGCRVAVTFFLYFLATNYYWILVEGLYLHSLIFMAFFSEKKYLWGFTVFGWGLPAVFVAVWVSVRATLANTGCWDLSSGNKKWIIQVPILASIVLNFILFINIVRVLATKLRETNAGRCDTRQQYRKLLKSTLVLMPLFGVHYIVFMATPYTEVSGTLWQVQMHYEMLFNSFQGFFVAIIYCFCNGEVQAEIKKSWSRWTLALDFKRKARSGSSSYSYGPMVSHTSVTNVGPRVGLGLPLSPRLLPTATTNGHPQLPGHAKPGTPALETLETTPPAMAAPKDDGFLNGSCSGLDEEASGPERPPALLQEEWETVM
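HEK-293-derived GP2 cells expressing PTHR1 and a GloSensor cAMP reporter, 3,000/well, plated overnight, given luciferin plus IBMX (each 0.5 mM as added) for 1 h at 37 °C, then compound for 1 h at 37 °C. Luminescence was read after 15 min at room temperature.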
GLP1R cytotox: cytotoxic in the GLP-1 receptor inverse agonist counter-screen; hit rate 0.13% among 410,000; HEK293 cAMP-luciferase reporter cells, luminescence, 24 h; Potency, µM (doses to about 38.3 µM), for inactives: at the top dose activity change, negative = inhibition, actives largely listed as inhibitors;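 note: loss of luciferase light is scored as toxicity; potency is the fitted concentration of half-maximal effect; % is set by controls: 0 for no effect and ±100 for the full control effect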
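Cells in DMEM/10% Nu serum/1% pen-strep, 1536-well format. Pre-incubated 12 h, dosed with 23 nL compound, incubated a further 24 h. Luciferase detection, 12 min at room temp, luminescence.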
GLP1R inv ag: GLP-1 receptor (human) inverse agonism; HEK293 GLP-1R CRE-luciferase, luminescence, 24 h; GLP-1R form is constitutively active; Potency, µM (titrated, usually from 38.3 µM), for the others: at the highest dose activity change, negative = inhibition, actives largely listed as inhibitors; hit rate 1.6% among 410,000; AID 624417; note: potency is the fitted concentration of half-maximal effect; % is set by controls: 0 for no effect and ±100 for the full control effect; nearly all actives have a fitted effect of over 55% in size
Target sequence (P43220 whole entry, looked up): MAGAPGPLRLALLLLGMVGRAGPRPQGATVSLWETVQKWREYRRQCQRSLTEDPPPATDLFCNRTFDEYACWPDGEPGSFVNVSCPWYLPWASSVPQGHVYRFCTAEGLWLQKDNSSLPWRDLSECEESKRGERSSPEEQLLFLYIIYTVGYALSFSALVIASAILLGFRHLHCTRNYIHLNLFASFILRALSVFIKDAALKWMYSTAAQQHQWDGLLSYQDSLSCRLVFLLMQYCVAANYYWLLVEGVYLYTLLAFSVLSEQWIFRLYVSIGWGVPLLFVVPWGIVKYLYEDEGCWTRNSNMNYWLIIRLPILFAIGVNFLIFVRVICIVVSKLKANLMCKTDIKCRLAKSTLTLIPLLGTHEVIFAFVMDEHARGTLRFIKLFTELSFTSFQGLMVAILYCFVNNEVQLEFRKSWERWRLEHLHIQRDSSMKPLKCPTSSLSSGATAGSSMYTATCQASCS
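Stable HEK293 clone (constitutively active GLP-1R + cAMP-response luciferase); 200 cells/uL plated, 12 h pre-culture, compound 24 hr, 37 deg C/5% CO2; detection reagent 12 min RT; luminescence.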
Numbers without * were called inactive; i = inactive; ? = inconclusive; / = not tested or not shown; [ ] = remark or other dose. Unless noted, calls come from the whole dose curve; as a rule, active = well fitted curve in the direction sought with a large enough effect; inconclusive = small, poorly fitted or top-dose-only effect, or another doubt; inactive = no such curve, though single readings can be large; an effect the other way counts as inactive or inconclusive. A portion of the library; the hit share may differ from the screen's.

SMILES	Abeta yeast res	aSyn yeast inh	TDP-43 yeast inh	MmCpn inh	Akt phos inh	FUS yeast rescue	PTHR1 ag	GLP1R cytotox	GLP1R inv ag
COC(c1ccccc1)c1nnc(CCC(=O)NC2C3CC4CC(C3)CC2C4)o1 (configuration not stated)	-1%	?	9%	1%	i	-1%	-61%[inhibitor]	-2%	-5%
CCOc1ccc(S(=O)(=O)Nc2ccn(C)n2)cc1	-18%	2%	1%	0%	i	-12%	i	9%	9%
CCCCN(C(=O)CC1CCCC1)c1c(N)n(CC(C)C)c(=O)[nH]c1=O	-6%	-3%	-3%	-1%	i	19%	?	-5%	17%
c1ccc(-n2c(Sc3cnccn3)nnc2-c2cccs2)cc1	5%	-1%	15%	-1%	i	17%	i	14%	-5%
CCc1nc2nc(C)cc(Nc3cccc(C(F)(F)F)c3)n2n1	16%	-3%	-4%	1%	i	24%	i	-19%	0%
COc1ccc(C(=O)Nc2ccc(CN3CCOCC3)cc2)cc1Br	3%	-2%	-4%	-2%	i	4%	-36%[inhibitor]	23%	-21%
NC(=O)C1CCN(c2c([N+](=O)[O-])cc(C(F)(F)F)cc2[N+](=O)[O-])CC1	1%	-3%	1%	-13%	i	-2%	i	-16%	2%
CCOC(=O)c1ccc(NC(=O)CCc2nnc3ccc(N4CCN(C)CC4)nn23)cc1	-1%	6%	-14%	1%	i	-14%	i	-14%	4%
O=C(CSc1nnnn1-c1ccc(F)cc1F)Nc1ccccc1F	4%	3%	2%	-1%	i	0%	-3%	-10%	-3%
CC(C)(C)C(=O)Nc1sc2c(c1C#N)CCN(Cc1ccccc1)C2	-15%	-3%	9%	-2%	i	-12%	-27%	36%[activator]	-23%
CCOC(=O)c1c(C)c(-c2ccccc2)n(CC(=O)Nc2ccc(OCC)cc2)c1C	-2%	/	9%	/	/	-19%	-20%	-8%	7%
CCNC(=S)N(Cc1cc2cc(C)c(C)cc2[nH]c1=O)C1CCCC1	1%	-5%	-9%	0%	i	?	i	10%	?
O=C(Cn1c(=O)n(-c2ccccc2)c(=O)c2sc3ccccc3c21)NC1CCCC1	-1%	/	-5%	/	/	-9%	-32%[inhibitor]	-17%	11%
COc1ccccc1NC(=O)C1=C(C)Nc2nc(-c3ccco3)nn2C1c1ccccc1F (configuration not stated)	0%	/	0%[9.22 µM]	/	/	29%	i	-1%	-3%
CC(C)c1cccc(C(C)C)c1OC(=O)[C@H]1OC(C(C)(C)C)=C[C@@H]1c1ccccc1	2%	0%	4%	0%	i	1%	-49%[inhibitor]	1%	4%
Cc1cccc(N2CC(C(=O)O)CC2=O)c1C (configuration not stated)	0%	0%	-10%	1%	i	-16%	i	-5%	8%
O=C(CCc1nc2ccccc2c(=O)[nH]1)NCc1cccc(Cl)c1	2%	0%	-5%	-2%	i	10%	i	-8%	-31%
COc1ccc2c(c1O)-c1ccccc1CCN(C)C2	-9%	-6%	3%	/	i	-10%	-24%	-8%	-7%
COc1ccc(NS(=O)(=O)c2cccc(NC(=O)C34CCC(CC3)C4)c2)cc1	10%	15%	-17%[0.397 µM]	1%	i	24%	-28%	-19%	?
CCN(CC)S(=O)(=O)c1cc(C)c(C)cc1OCC(=O)NC1CCCC1	-17%	6%	14%	-3%	i	/	-7%	0%	?
O=C(CCNC(=O)c1ccccc1)Nc1ccc(Cl)c(S(=O)(=O)N2CCCCC2)c1	6%	-2%	0%	2%	i	28%	-48%[inhibitor]	2%	?
O=C(CCc1ccccc1)NCC1OCCc2ccccc21 (configuration not stated)	11%	10%	?	-4%	i	9%	-12%	-5%	1%
CCCCOC(=O)c1ccc(NC(=O)COC(=O)CN2C(=O)NC3(CCCC3)C2=O)cc1	-11%	1%	1%	/	i	22%	-3%	14%	17%
COc1ccc(CCNC(=O)Cc2c(C)c3cc4c(C)coc4c(C)c3oc2=O)cc1	-11%	/	1%	/	/	-7%	13%	14%	3%
COc1ccc2c(c1)CCc1sc(NC(=O)c3cccc(Br)c3)nc1-2	-3%	/	29%[9.22 µM]	/	/	16%	i	-15%	?
C/C(=N/NS(=O)(=O)c1ccc(Br)cc1)c1c[nH]c2ccccc12	1%	0%	0%	?	i	28%	-1%	1%	9%
CC(C)CCNC(=O)CN(C(=O)CCC(=O)Nc1nccs1)C1CCCCC1	-24%	0%	9%	1%	i	-23%	i	4%	12%
O=C(Nc1ccccc1N1CCOCC1)c1ccc(S(=O)(=O)NCc2ccco2)cc1	1%	-7%	-22%	-3%	i	26%	i	17%[0.307 µM]	-11%[0.307 µM]
CCOC(=O)C1=C(C)NC(SCC(N)=O)=C(C#N)C1c1cccs1 (configuration not stated)	-9%	5%	-5%	?	i	12%	-8%[57.5 µM]	-9%	-20%
CCCCn1nnnc1C(c1ccccc1)N1CCN(c2cc(C)ccc2C)CC1 (configuration not stated)	24%	6%	-1%	/	i	30%	-69%[inhibitor]	3%	?
Cc1cc(NC(=O)C(C)C)ncc1NC(=O)CCc1ccccc1	11%	9%	?	0%	i	6%	-53%[inhibitor]	5%	4%
C/C(CC(=O)Nc1cccnc1)=N\NC(=O)C(=O)Nc1cccc(C)c1	13%	2%	-9%	?	i	?	i	2%	16%
COc1ccc(S(=O)(=O)Nc2cccc(-c3ccc4nncn4n3)c2)cc1	-9%	2%	8%	0%	i	16%	-22%	-29%	1%
CSCCC(NC(=O)c1ccccc1)C(=O)O (configuration not stated)	-6%	-5%	-20%	-2%	i	-4%	-20%	-5%	21%
CCN(CC)S(=O)(=O)c1ccc(Cl)c(C(=O)NC(C)C(c2cccs2)N2CCCC2)c1 (configuration not stated)	-4%	-4%	0%	0%	i	11%	-22%	8%	5.6µM*
O=C(NNC(=O)c1cccc2ccccc12)c1ccc(Cl)c(Cl)c1	-1%	-12%	16%	/	i	-9%	-35%[inhibitor]	9%	-11%
Cc1cc(C)n(-c2ccc(NC(=O)C3CCCCN3C(=O)c3sccc3C)cc2)n1 (configuration not stated)	8%	9%	3%	-1%	i	35%	-54%[inhibitor]	6%	?
Cc1cc(=O)n2nc(N3CCCC(C(=O)NCc4ccccc4Br)C3)sc2n1 (configuration not stated)	-6%	1%	16%	3%	i	10%	-9%	-16%	-7%
c1ccc(Oc2ccc(-c3ccnc4nc(N5CCN(c6ccccc6)CC5)nn34)cc2)cc1	16%	/	?	2%	/	-1%	-21%	-2%	-13%
Cc1nnc(SCC(=O)Nc2cccc(C(F)(F)F)c2)n1Cc1ccco1	4%	0%	11%	1%	i	20%	-11%	-6%	-14%
Cc1nc2c(ccc3nc(NC(=O)Cc4cccc5ccccc45)sc32)s1	4%	?	-6%	0%	i	-12%	-2%	4%	?
Cc1nccn1CC(=O)N/N=C/c1cccs1	4%	4%	-8%	2%	i	6%	-15%	-6%	1%
COc1ccc(-c2oc(=O)c3cc(OC)c(OC)cc3c2/C=C/c2ccc(OC(C)=O)cc2)cc1	-5%	7%	-10%	1%	i	36%	i	?	35%[activator]
CNC(=O)COc1coc(CN2CCN(C(=O)c3ccco3)CC2)cc1=O	-6%	0%	14%	2%	i	11%	i	-7%	1%
O=C(N/N=C1/CCc2ccccc21)C1CC1	-12%	1%	19%	2%	i	-10%	-3%	4%	13%
CCCNC(=O)N1C[C@H](O)COC[C@@H]2O[C@@H](CC(=O)NCCCN3CCOCC3)CC[C@H]21	-5%	-2%	17%	/	i	-8%	0%	-3%	4%
CC1(C)CC(=O)C=C(Nc2cccc(Cl)c2Cl)C1	-6%	-12%	0%	/	i	10%	-4%	7%	-12%
CSc1ccccc1C(=O)Nc1nccs1	-25%	-8%	-5%	3%	i	16%	i	15%	-18%
O=C(Nc1cccc2cccnc12)c1ccccc1Br	-33%[inhibitor]	-8%	10%	/	i	-17%	-31%	0%	?
CCOC(=O)c1cnc2ncnn2c1N	7%	-3%	0%	-2%	i	-8%	i	-22%	-1%
CCCCNC(=O)CNC(=O)c1nn(-c2ccc(OC)cc2OC)c(=O)c2ccccc12	-3%	0%	11%	-1%	i	-7%	i	-9%	4%
COC(=O)CCc1cccc(CCC(=O)OC)c1	4%	0%	14%	0%	i	-10%	-19%	-19%	-12%
CCOC(=O)C1(CC2CC2)CCN(C(=O)c2cccnc2C)CC1	-2%	-1%	-21%[0.397 µM]	0%	i	16%	i	-1%	0%
CC(C)N(C(=O)[C@H]1C[C@H](CC(=O)NCC23CC4CC(CC(C4)C2)C3)C(=O)N2CCc3c([nH]c4cc(CCC(=O)N(C)C)ccc34)[C@]12C)C(C)C	3%	-2%	?	0%	i	35%	i	3%	8%
Cn1c(SCC(=O)N2CCN(c3ccccc3)CC2)nnc1-c1c[nH]c2ccccc12	11%	0%	6%	0%	i	25%	-2%	-11%	?

Three of these compounds, reformatted:
Values run as follows: Abeta yeast res	aSyn yeast inh	TDP-43 yeast inh	MmCpn inh	Akt phos inh	FUS yeast rescue	PTHR1 ag	GLP1R cytotox	GLP1R inv ag
CCOC(=O)c1cnc2ncnn2c1N
 : 7%	-3%	0%	-2%	i	-8%	i	-22%	-1%
CCCCNC(=O)CNC(=O)c1nn(-c2ccc(OC)cc2OC)c(=O)c2ccccc12
 : -3%	0%	11%	-1%	i	-7%	i	-9%	4%
COC(=O)CCc1cccc(CCC(=O)OC)c1
 : 4%	0%	14%	0%	i	-10%	-19%	-19%	-12%
